Insulin prom inh – TRM-6 insulin promoter activity inhibition | TRM-6 cells (human fetal islet line), insulin promoter-eGFP reporter, imaging; reporter expression induced with tamoxifen | inhibition, % at 2 µM | hit rate 0.9% among 130,000 | AID 1273;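 active = inhibition above the mean plus 3 SD, with well images judged a real hit on visual review, cut at about 60% in these data, passing the limit was not always enough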
sdo1 growth – restores growth of sdo1-depleted yeast; z-score at 10 µM; hit rate 0.21% among 140,000; S. cerevisiae sdo1-depleted JHY4D growth rescue, OD600 30 h; stronger effect = higher value; pdr5 snq2 efflux-pump mutant strain;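 active = z-score above 3 at both the 24 hr and the 30 hr optical density reads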;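 also: z-score against mean and SD of all compound wells on the same plate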
sdo1 growth Rescue 24 h – second read-out of sdo1 growth, no call of its own (marks repeat the call); z-score; S. cerevisiae sdo1-depleted JHY4D growth rescue, OD600; measured here: growth rescue at 24 h;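 0 is the plate mean of compound wells and units are plate SD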
Active calls of the source: *; . = not tested or not shown; [ ] = dose if it differs, or a comment. Not all compounds are listed; count on the stated rates, not on these rows.

Values in the order: Insulin prom inh | sdo1 growth | sdo1 growth Rescue 24 h
#1 COc1cc(-n2c(=O)c3ccccc3n(Cc3ccccc3)c2=O)cc(OC)c1OC
 : 29 | 0.71 | 2.8
#2 Cc1ccc(-n2ncc3c(=O)n(CC#N)cnc32)cc1
 : 26 | 0.17 | -0.32
#3 COC(=O)c1sc(S(=O)(=O)N2CCCCC2C(=O)O)c(C(=O)OC)c1C (stereo not given)
 : 13 | 0.1 | -0.45
#4 CC(=O)Nc1ccccc1NS(=O)(=O)c1ccc(Cl)cc1
 : 24 | -0.93 | -1.4
#5 C=CCn1c(=O)c2ccccc2n2c(SCc3csc(-c4ccccc4)n3)nnc12
 : . | -2.1 | -0.89
#6 Cc1cc(C)c2nc(N3CCC(C(=O)NCCCN4CC(C)CC(C)C4)CC3)sc2c1 (stereo not given)
 : -63 | . | .
#7 C[N+](C)(C)CC/C=C1/c2ccccc2CSc2ccccc21
 : 33 | 0.09 | 2.2
#8 c1ccc(-c2nnc(-c3ccco3)o2)cc1
 : . | 0.84 | -0.04
#9 CC1(C)CC(=O)c2cc(C(=O)NC3CCSC3=O)c(=O)n(-c3ccc(Cl)cc3)c2C1 (stereo not given)
 : -43 | -0.64 | -1.3
#10 COc1cccc(NS(=O)(=O)c2ccc3c(c2)CCCN3C(C)=O)c1
 : -23 | 0.38 | 0.73
#11 O=C(CSc1ccccc1Cl)NC1CCCc2ccccc21 (stereo not given)
 : . | -1.3 | -1.5
#12 CCc1nnc(NC(=O)C2CCCO2)s1 (stereo not given)
 : -33 | . | .
#13 CC(=O)NC(CC(=O)Nc1cccc(S(=O)(=O)N2CCCCC2)c1)c1ccccc1 (stereo not given)
 : 22 | -0.13 | 0.08
#14 CC(=O)c1c(C)n(C)c2ccc(O)cc12
 : . | -0.73 | -1.2
#15 COc1cccc(-c2cc(C(F)(F)F)c3c(N)c(C#N)sc3n2)c1
 : -62 | -0.24 | -0.49
#16 CC(=O)c1ccc(NC(=O)CN2CCN(c3ncccn3)CC2)cc1
 : -16 | 0.12 | 0.03
#17 COc1cccc(/C=N/n2nnc3c(cnn3-c3ccccc3)c2=O)c1
 : 14 | 1.1 | 1.5
#18 N#CCC1c2ccccc2CCN1C(=O)Nc1cccc(Cl)c1 (stereo not given)
 : -22 | -0.57 | -0.67
#19 Cc1cc(NC(=O)CCC(=O)N(Cc2ccco2)C(C(=O)NC2CCCC2)c2ccccc2C)no1 (stereo not given)
 : -80 | -0.24 | -0.82
#20 COc1ccc(C(=O)NC(C)c2cc(OC)c(OC)cc2Br)cc1 (stereo not given)
 : . | -0.93 | -0.87
#21 CCn1c(SCC(=O)Nc2cccc(C(C)=O)c2)nnc1C(C)C
 : 7 | -0.17 | -1.1
#22 Cc1c(Br)c(=O)oc2c(C)c(O)ccc12
 : -24 | -0.49 | -0.89
#23 COCCN(Cc1ccccc1)C(=S)Nc1ccc(OC(F)F)cc1
 : 7 | -0.33 | 0.4
#24 COc1ccc(NC(=O)NCc2ccccc2F)cc1OC
 : -5 | . | .
#25 NN1C(=O)NC(c2ccccc2)(c2ccccc2)C1=O
 : 45 | . | .
#26 COc1ccc(C2C3=C(CCCC3=O)Nc3nc(SCc4ccc(C(=O)O)cc4)nn32)cc1OC (stereo not given)
 : . | 0.74 | 0.61
#27 CCC(=O)Nc1cccc(NC(=S)NC(=O)c2cc3ccccc3o2)c1
 : 57 | . | .
#28 O=C(Nc1nnc(-c2ccco2)s1)c1ccccc1
 : . | -0.3 | 0.71
#29 CCc1ccc2c(c1)C(C)=CC(C)(C)N2
 : -83 | 0.84 | 0.6
#30 O=C1NC(=Nc2ccccc2)c2ccc([N+](=O)[O-])cc21
 : 48 | 0.66 | -0.58
#31 CCOC(=O)c1c(NC(=O)CSc2nnc(-c3cccnc3)o2)sc2c1CCC2
 : -221 | -0.82 | 0.23
#32 CCOc1ccc(NC2OC(C)C(O)C(O)C2O)c([N+](=O)[O-])c1 (stereo not given)
 : 9 | . | .
#33 O=C(NCCN1CCN(c2ccccc2)CC1)C1(S(=O)(=O)c2ccc(Cl)cc2)CC1
 : . | -0.31 | -0.44
#34 CCN(CC)CCNc1cc(C)nc2c1C(=O)C(=O)C=C2N1CCCCC1
 : 8 | . | .
#35 Cc1ccc(C(=O)N2CCN(C(=O)c3ccccc3)C2c2ccc(N(C)C)cc2)cc1 (stereo not given)
 : -17 | -0.11 | 1.1
#36 S=c1[nH]c(-c2ccccc2)cn1/N=C/c1cccc2ccccc12
 : -55 | . | .
#37 O=C(c1ccccc1)N1CCN(CC#CC2(O)CCCCC2)CC1
 : -12 | -0.06 | 0.09
#38 Cc1cccc(NC(=O)c2ccccc2NC(=O)Cc2ccccc2)c1C
 : . | -0.95[8 µM] | -0.37
#39 CCOC(=O)CN1CC23C=CC(O2)C(C(=O)NCc2cccs2)C3C1=O (stereo not given)
 : -11 | 0.26 | 0.27
#40 O=C(/C=C/c1cccs1)N1CCOCC1
 : 36 | 1.1 | -0.25

A draw from above in order of number of heavy atoms, lowest first:
Values in the order: Insulin prom inh | sdo1 growth | sdo1 growth Rescue 24 h
#40 O=C(/C=C/c1cccs1)N1CCOCC1
 : 36 | 1.1 | -0.25
#28 O=C(Nc1nnc(-c2ccco2)s1)c1ccccc1
 : . | -0.3 | 0.71
#30 O=C1NC(=Nc2ccccc2)c2ccc([N+](=O)[O-])cc21
 : 48 | 0.66 | -0.58
#24 COc1ccc(NC(=O)NCc2ccccc2F)cc1OC
 : -5 | . | .
#32 CCOc1ccc(NC2OC(C)C(O)C(O)C2O)c([N+](=O)[O-])c1 (stereo not given)
 : 9 | . | .
#21 CCn1c(SCC(=O)Nc2cccc(C(C)=O)c2)nnc1C(C)C
 : 7 | -0.17 | -1.1
#23 COCCN(Cc1ccccc1)C(=S)Nc1ccc(OC(F)F)cc1
 : 7 | -0.33 | 0.4
#39 CCOC(=O)CN1CC23C=CC(O2)C(C(=O)NCc2cccs2)C3C1=O (stereo not given)
 : -11 | 0.26 | 0.27
#34 CCN(CC)CCNc1cc(C)nc2c1C(=O)C(=O)C=C2N1CCCCC1
 : 8 | . | .
#31 CCOC(=O)c1c(NC(=O)CSc2nnc(-c3cccnc3)o2)sc2c1CCC2
 : -221 | -0.82 | 0.23
#33 O=C(NCCN1CCN(c2ccccc2)CC1)C1(S(=O)(=O)c2ccc(Cl)cc2)CC1
 : . | -0.31 | -0.44
#35 Cc1ccc(C(=O)N2CCN(C(=O)c3ccccc3)C2c2ccc(N(C)C)cc2)cc1 (stereo not given)
 : -17 | -0.11 | 1.1
#26 COc1ccc(C2C3=C(CCCC3=O)Nc3nc(SCc4ccc(C(=O)O)cc4)nn32)cc1OC (stereo not given)
 : . | 0.74 | 0.61

The list continues:
Values in the order: Insulin prom inh | sdo1 growth | sdo1 growth Rescue 24 h
#41 O=C(CSc1nc2ccccc2[nH]1)N1c2ccccc2Sc2ccccc21
 : -21 | -0.77 | -0.64
#42 COC(=O)c1c(NC(=O)Cc2cccs2)sc(C(=O)NC2CCCCC2)c1C
 : -290 | . | .
#43 CCOC(=O)C1C(=O)NC(N2CCCCC2)=NC1C(C)C (stereo not given)
 : . | 0.2 | 0.69
#44 Cc1ccccc1NC(=O)C(C)O/N=C/c1cccc([N+](=O)[O-])c1 (stereo not given)
 : -3 | -0.16 | -0.63
#45 O=c1c([N+](=O)[O-])c(N2CCCCC2)c2ccccc2n1-c1ccccc1
 : -14 | -0.11 | 0.09
#46 COc1ccc(C2CC(c3c(O)cc(C)oc3=O)=NCCS2)c(OC)c1 (stereo not given)
 : -184 | -0.97 | -0.84
#47 Cc1ccnc(SCc2cc(=O)c(OC(=O)c3ccc(S(=O)(=O)N4CCCC4)cc3)co2)n1
 : -12 | 0.51 | 0.22
#48 COc1ccc(-c2csc(-n3ncc(-c4ccccn4)c3N)n2)cc1
 : -26 | . | .
#49 CC(Cc1ccccc1)C(=O)NCc1nc2ccccc2s1 (stereo not given)
 : -24 | -0.14 | -0.41
#50 CC(C)Cc1oc(C(=O)O)cc1CN
 : 10 | 0.58 | 0.61
#51 CCCC1=NN(C(=O)Cc2ccc([N+](=O)[O-])cc2)C(O)(C(F)(F)F)C1 (stereo not given)
 : -17 | . | .
#52 CCC(=O)Nc1cccc(SC)c1
 : -12 | -0.2 | -0.31
#53 COC(=O)Cc1cc(=O)[nH]c(/N=C(/NC(=O)c2ccccc2)Nc2ccccc2C)n1
 : 3 | . | .
#54 COc1ccc(-c2nn(-c3ccccc3)cc2CO)cc1
 : -6 | 1.2 | 0.38
#55 CCCN(CCO)CCCc1ccccc1
 : 0 | 0.2 | 0.07
#56 O=C(CSc1ccc2nnc(-c3ccccn3)n2n1)Nc1ccc2c(c1)OCCO2
 : . | 0.01 | -0.55
#57 COCCn1c(C)cc(C(=O)CSc2nc3ccccc3o2)c1C
 : . | -1.4 | -0.84
#58 COc1ccc(C(=O)NCCSc2ccccc2)cc1OC
 : 35 | . | .
#59 COc1ccc(NC(=O)Cn2c(=O)sc3ccccc32)cc1
 : -54 | 0.74 | 0.32
#60 Cc1cc(/C=C2/NC(=O)NC2=O)c(C)n1-c1ccncc1
 : -29 | . | .
#61 O=C(Nc1ccccc1C(=O)NCC1CCCO1)c1ccc(Cl)cc1Cl (stereo not given)
 : 6 | -1.1 | -1.2
#62 CC(Oc1ncnc2ccccc12)C(=O)Nc1cccc(S(=O)(=O)N2CCOCC2)c1 (stereo not given)
 : 26 | 0.26 | -0.61
#63 COc1ccc(OC)c(-n2c(=S)[nH]c3c(sc(=S)n3-c3ccccc3)c2=O)c1
 : 47 | . | .
#64 CCC(=O)Nc1ccc(S(=O)(=O)Nc2cccc(C)c2)cc1OC
 : -3 | 1.1 | 0.16
#65 COc1cc2[nH]c(=O)n(CCCC(=O)N3CC=C(c4ccccc4)CC3)c(=O)c2cc1OC
 : -19 | 0.57 | -0.13
#66 Cc1cc(C(=O)COC(=O)C2=NNC(=O)CC2)c(C)n1-c1ccc(OC(F)F)cc1
 : -3 | -0.72 | -1.3
#67 CCOC(=O)c1[nH]cnc1C(=O)Nc1ccccc1C
 : 19 | . | .
#68 Cc1cc(C(=O)OCC(=O)N2c3ccccc3CC2C)c(C)o1 (stereo not given)
 : 0 | -0.7 | -0.91
#69 CCCc1c(C)c2ccccc2[nH]c1=O
 : -10 | 0.46 | -0.42
#70 CC(C)NC(=O)c1sc2nc(-c3cccs3)cc(-c3cccs3)c2c1N
 : 43 | -0.93 | -0.84
#71 O=C1Nc2ccccc2C(O)(C(=O)NCc2ccco2)N1c1ccc(Cl)c(Cl)c1 (stereo not given)
 : -100 | -0.48 | -1.5
#72 CCOc1ccc(CN2C(=O)c3ccccc3C2C(=O)NCc2cccnc2)cc1 (stereo not given)
 : -164 | 0.97 | -0.02
#73 Cc1c(Cl)c([N+](=O)[O-])nn1CCCC(=O)Nc1sc2c(c1C(N)=O)CCC(C)C2 (stereo not given)
 : -20 | -0.33 | -0.09
#74 COc1ccc(C(=O)Nn2c(C)ccc2C)cc1OC
 : -339 | 1.6 | 1.4
#75 COc1ccc(-c2noc(CCC(=O)Nc3cccnc3)n2)cc1OC
 : . | 0.82 | 0.49
#76 Nc1ccc(Cc2ccccn2)cc1
 : -20 | . | .
#77 CCOC(=O)N1CCc2c(sc3c2c(=O)n(Cc2ccccc2)c(=O)n3CC(=O)NCCOC)C1
 : 20 | . | .
#78 COC(=O)CSc1nnc(-c2ccoc2C)n1-c1ccc(C)cc1
 : . | 0.26 | -0.4
#79 O=C(COc1ccc(Br)cc1)N1CCN(c2ccc([N+](=O)[O-])c(N3CCCCC3)c2)CC1
 : . | -0.36 | -0.07
#80 COc1cccc(-c2nc(Oc3cc(C)cc(C)c3)c3ccccc3n2)c1O
 : . | -0.64 | -0.36
#81 O=C(CSc1nc2ccccc2[nH]1)c1ccc2c(c1)OCO2
 : 57 | -0.63 | -0.75
#82 CCCC(=O)NC(=S)Nc1ccc(N2CCOCC2)c(Cl)c1
 : 5 | -0.55 | -0.53
#83 O=C(/C=C/c1ccccc1)/C=C/c1ccccc1
 : -66 | -1.1 | -0.78
#84 CCCc1nnc(NC(=O)CCC(=O)N2CCN(CCOc3ccc(C)cc3)CC2)s1
 : 5 | 0.48 | 0.33
#85 COc1cc2cc(C(c3nnnn3C(C)(C)C)N3CCc4ccccc43)c(=O)[nH]c2cc1OC (stereo not given)
 : 36 | 0.46 | 0.18
#86 C=CCOC(=O)C1=C(C)NC(SCC(=O)OCC)=C(C#N)C1c1ccc(C)cc1 (stereo not given)
 : -11 | -0.57 | -0.1
#87 CC1(C)C(C=C(Cl)Cl)C1C(=O)N1CCN(c2ccccc2)CC1 (stereo not given)
 : -32 | -2.3 | -1.4
#88 CC(Sc1nc(NCc2ccccc2)nc(N2CCOCC2)n1)C(=O)Nc1ccccc1 (stereo not given)
 : -8 | -1.2 | -0.05
#89 S=C(Nc1ccc2cn[nH]c2c1)Nc1ccc(Cl)cc1Cl
 : -15 | . | .
#90 CCCCn1c(Cc2ccccc2)nnc1SCC(=O)Nc1cc(C)on1
 : -62 | -0.45 | -0.41
#91 Cc1ccc(SCC(=O)NNC(=O)C2CCCCC2)cc1
 : 10 | 0.77 | -0.02
#92 O=C1COc2ccc(C(=O)c3ccccc3C(=O)NCc3ccco3)cc2N1
 : 11 | 0.75 | 0.88
#93 CCN(Cc1ccccc1)C(=O)CCc1nc(-c2ccc(C)cc2)no1
 : -29 | -1.3 | -0.77
#94 CC(=O)C1=C(O)C(=O)N(Cc2cccnc2)C1c1ccccc1Cl (stereo not given)
 : -33 | 1.8 | 2.1
#95 CCOc1ccc(-c2ccc(C=O)o2)c([N+](=O)[O-])c1
 : -9 | -0.5 | -0.59
#96 COCCn1c(Br)nc2c1c(=O)n(C)c(=O)n2C
 : 15 | . | .

Screening results: PubChem BioAssay, several laboratories
